Bioassay records deposited in PubChem BioAssay by National Center for Advancing Translational Sciences (NCATS).
PKM2 activator = qHTS Assay for Activators of Human Muscle isoform 2 Pyruvate Kinase. Pyruvate kinase PKM (Homo sapiens), P14618. purified PKM2, Kinase-Glo ATP luminescence, activation; response scale: 0% is enzyme alone, no compound. Potency, µM (highest dose often 57.5 µM), for the others: at the highest dose activation, usual class: activators. hit rate 0.34% among 260,000. AID 1631, 2009; also: potency is read from the fitted curve at half-maximal effect; nearly all actives have a fitted effect of over 55% in size
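Purified hPK-M2 (>95% pure) converted ADP (0.1 mM final) to ATP with 0.5 mM PEP in 50 mM imidazole pH7.2, KCl, MgCl2, Tween 20, BSA; 1 h at room temperature. ATP detected by Kinase-Glo luminescence.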
Eya2 phos inh = qHTS Assay for Inhibitors of the Phosphatase Activity of Eya2 | Protein phosphatase EYA2 (Homo sapiens), O00167 | recombinant Eya2, OMFP fluorescence dephosphorylation (OMFP is methylfluorescein phosphate) | Potency, µM (top dose mostly 76.9 µM), for inactives: at the top dose activity, negative = inhibition, most hits filed as inhibitors | hit rate 0.006% among 330,000; also: potency is read from the fitted curve at half-maximal effect
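Eya2 (0.2 uM) preincubated 10 min at ambient with compound, then OMFP substrate added at 50 uM; 10 min reaction in 50 mM HEPES pH 7.5, 50 mM NaCl, 5 uM MgCl2, 0.05% BSA, 1 mM DTT. Fluorescence read at Ex 485/Em 525 nm.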
Giardia killer = Small Molecules that selectively kill Giardia lamblia: qHTS | activity change, % at 7.66 µM, hits read low | Giardia lamblia trophozoite viability | hit rate 0.15% among 340,000; in the data active = activity change below about -80%; inconclusive = between about -30% and that limit;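 also: parasites exposed to compound for two days anaerobically before the ATP read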
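Each well holds 100 Giardia trophozoites and compound. After two days (48 hrs) at 37 deg C in anaerobic conditions, ATP is quantified by luminescence.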
uPA generation = qHTS for Inhibitors of Cell Surface uPA Generation; cell surface uPA generation assay, qHTS; Potency, µM (top dose mostly 38.3 µM), inactives show top-dose activity change, negative = inhibition, actives largely listed as inhibitors; hit rate 0.31% among 330,000; AID 540303, 2011; active = well fitted inhibition curve with a large enough effect; inconclusive = small, poorly fitted or top-dose-only effect; inactive = no such curve, though single readings can be large or run the other way; tested in mouse RAW 264.7 cells; also: potency is read from the fitted curve at half-maximal effect; nearly all actives have a fitted effect of over 55% in size
GALK inhibitor = qHTS Assay for Inhibitors of Human Galactokinase (GALK); Purified GALK, Kinase-Glo residual ATP luminescence; Potency, µM (highest dose often 57.5 µM), inactives show at the top dose activity change, negative = inhibition, usual class: inhibitors; hit rate 0.007% among 270,000; AID 1868, 2009; also: potency is read from the fitted curve at half-maximal effect
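Quantitative HTS: GALK 5 nM, ATP 35 uM, galactose 100 uM, 1 h room temperature, then luciferase-based ATP detection.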
B2AR arrestin = qHTS assay of beta-arrestin-biased ligands of beta2-adrenergic receptor; Potency, µM (doses to about 46.1 µM), inactives show at the top dose activation, actives largely listed as activators; hit rate 0.02% among 330,000; Beta-2 adrenergic receptor (Homo sapiens), P07550; beta-arrestin recruitment to beta2AR, cell-based reporter;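 also: potency is read from the fitted curve at half-maximal effect; 0% = DMSO controls and full agonism = EC100 isoproterenol or metaproterenol; nearly all actives have a fitted effect of over 65% in size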
Chronic BCR inh = qHTS Assay to Find Inhibitors of Chronic Active B-Cell Receptor Signaling; ABC-DLBCL IkBa-CBG/CBR reporter, luminescence ratio, 4 h; Potency, µM (titrated, usually from 46.1 µM), for inactives: at the top dose ratio change, negative = lower green/red ratio, most hits filed as inhibitors; hit rate 0.05% among 340,000; AID 493014, 2011; active = well fitted inhibition curve with a large enough effect in the signal ratio, with a control signal flat, not every such curve was filed as active; inconclusive = small, poorly fitted or top-dose-only effect, or effect the other way, or a change in a side signal; the % refers to the signal ratio;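 also: potency is read from the fitted curve at half-maximal effect; plate controls were basal doxycycline-induced cells for no effect and cells given 10 µM MG132 for full effect; MG132 reads +100%, hits lower the ratio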
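Doxycycline induced both beetle luciferases in TMD8 lymphoma cells; IKK-driven degradation limits the IkappaBalpha-fused green signal, while red luminescence normalises for cell number and nonspecific effects. Compounds tested up to 46 uM, 4 hrs.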
KCNH2 3.1 inh = qHTS for Inhibitors of KCHN2 3.1: Mutant qHTS; activity change, % (tested at about 1.8 µM); U2OS KCNH2 3.1, thallium flux FluxOr; active compounds read low; hit rate 0.95% among 340,000; Potassium voltage-gated channel subfamily H member 2, brain isoform KCNH2 3.1 (human);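 active = maximum activity change below -70%; inconclusive = maximum activity change from -70% to -50%; inactive = maximum activity change above -50%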;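 also: thallium influx rate constant from kinetic fluorescence after stimulation buffer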
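U2OS cells transduced with KCNH2 3.1 mutant virus (1.77 x 10^8 /mL, 4 h), plated overnight at 37 C, loaded 45 min with FluxOr dye plus Red40 quencher. Thallium flux rate constant from kinetic reads after stimulation buffer, normalised to controls.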
USP2a inh = qHTS Assay for Inhibitors of Ubiquitin-specific Protease USP2a Using CHOP2 as the Reporter; Ubiquitin carboxyl-terminal hydrolase 2 (Homo sapiens), O75604; hit rate 0.01% among 330,000; Potency, µM (doses to about 38.3 µM), without a hit: at the top dose activity change, negative = inhibition, most hits filed as inhibitors; USP2 core, Ub-CHOP2 coupled fluorogenic reporter, 485/531;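 also: potency is read from the fitted curve at half-maximal effect; plate controls were DMSO wells for no effect and full inhibition by NEM control for full effect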
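Cell-free coupled assay: 10nM USP2 core preincubated 30min RT with compound in Tris-HCl pH 8.0/CaCl2/CHAPS buffer, then 25nM Ub-CHOP2 and 25nM reporter substrate; fluorescence (Ex 485/Em 531) read after 60min RT, normalized to NEM inhibition, concentration-response curves fitted.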
hERG WT inh = qHTS for Inhibitors of KCHN2 3.1: Wildtype qHTS; Voltage-gated inwardly rectifying potassium channel KCNH2 (Homo sapiens), Q12809; U2OS, BacMam KCNH2, thallium flux FluxOr; active compounds read low; activity change, % at 1.84 µM; hit rate 0.37% among 340,000;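 active = maximum activity change below -70%; inconclusive = maximum activity change between -70% and -50%; inactive = maximum activity change above -50%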
Target sequence (Q12809 whole entry, looked up): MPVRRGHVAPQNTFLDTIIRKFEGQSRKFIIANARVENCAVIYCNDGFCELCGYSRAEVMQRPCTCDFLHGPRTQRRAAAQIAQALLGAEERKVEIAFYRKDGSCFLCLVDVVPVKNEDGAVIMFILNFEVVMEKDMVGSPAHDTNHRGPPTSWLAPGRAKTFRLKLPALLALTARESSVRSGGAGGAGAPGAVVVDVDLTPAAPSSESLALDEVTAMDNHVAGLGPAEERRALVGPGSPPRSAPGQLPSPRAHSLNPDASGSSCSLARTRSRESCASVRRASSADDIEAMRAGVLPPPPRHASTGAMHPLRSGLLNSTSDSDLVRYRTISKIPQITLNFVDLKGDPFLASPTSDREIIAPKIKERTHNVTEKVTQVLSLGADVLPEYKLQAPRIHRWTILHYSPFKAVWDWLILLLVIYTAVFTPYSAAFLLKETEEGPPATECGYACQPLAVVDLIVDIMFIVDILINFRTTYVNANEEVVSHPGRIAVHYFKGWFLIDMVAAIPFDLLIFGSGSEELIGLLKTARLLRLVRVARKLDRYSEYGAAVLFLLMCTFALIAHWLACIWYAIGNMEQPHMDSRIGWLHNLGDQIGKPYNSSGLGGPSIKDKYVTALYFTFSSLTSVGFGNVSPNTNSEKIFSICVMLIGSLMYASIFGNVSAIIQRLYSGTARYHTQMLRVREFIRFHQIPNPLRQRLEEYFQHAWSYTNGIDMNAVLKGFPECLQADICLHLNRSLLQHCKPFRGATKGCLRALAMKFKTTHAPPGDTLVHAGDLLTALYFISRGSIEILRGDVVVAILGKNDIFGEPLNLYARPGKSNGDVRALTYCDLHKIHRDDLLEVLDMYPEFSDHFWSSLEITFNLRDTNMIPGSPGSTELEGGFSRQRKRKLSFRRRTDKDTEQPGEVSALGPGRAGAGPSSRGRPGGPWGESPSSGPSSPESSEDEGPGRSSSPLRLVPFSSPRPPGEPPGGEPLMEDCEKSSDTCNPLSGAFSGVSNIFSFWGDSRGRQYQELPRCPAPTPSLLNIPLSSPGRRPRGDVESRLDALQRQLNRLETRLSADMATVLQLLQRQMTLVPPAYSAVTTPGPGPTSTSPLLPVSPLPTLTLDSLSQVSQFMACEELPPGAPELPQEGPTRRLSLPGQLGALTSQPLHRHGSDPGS
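U2OS cells were transduced with wild-type KCNH2 virus (2.03 x 10^8 / mL) for 4 h at room temperature, then cultured overnight at 37 C. Thallium flux was read with FluxOr dye. Rate constants were normalized to DMSO controls.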
FBPA coupling cs = qHTS Assay for Inhibitors of Fructose-1,6-bisphosphate Aldolase from Giardia Lamblia: Coupling assay counterscreen. hit rate 0.67% among 290,000. coupling enzyme system counterscreen, AmpLite Red fluorescence. activity change, negative = inhibition, % at 58.2 µM, hits read low; in the data active = activity change below about -30%
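Counterscreen of the coupled detection system alone, without aldolase: glyceraldehyde-3-phosphate coupling enzymes plus AmpLite Red readout. Compounds at 57.5 uM final, 10 min RT preincubation, 20 min RT reaction, fluorescence 525/598 nm.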
Active calls of the source: *; ? = inconclusive; . = not tested or not shown; & = joins results of further samples; [ ] = another dose, or the depositor's remark. Unless noted, calls follow the shape of the dose curve; as a rule, active = well fitted curve in the direction sought with a large enough effect; inconclusive = small, poorly fitted or top-dose-only effect, or another doubt; inactive = no such curve, though single readings can be large; an effect the other way counts as inactive or inconclusive. Unless noted, % is scaled to controls: 0 for no effect and ±100 for the full control effect.

SMILES | PKM2 activator | Eya2 phos inh | Giardia killer | uPA generation | GALK inhibitor | B2AR arrestin | Chronic BCR inh | KCNH2 3.1 inh | USP2a inh | hERG WT inh | FBPA coupling cs
Cc1cc(=O)oc2c3c(cc(OCC(=O)NCCC(=O)N[C@@H](C)C(=O)O)c12)OC(C)(C)CC3 | . | -4% | ? | 9% | 1% | -0.2% | 0% | -15 | 1% | 1 | 3
Cc1cccc(N(CC(=O)NC(C)C)C(=O)CCC(=O)Nc2nccs2)c1 | 2%[11.5 µM] | -3% | -12 | ? | 8% | 0.1% | 6% | 5 | 3% | 8 | 2
O=C(Nc1ccccc1)N1CCCC(c2nc(-c3cccs3)no2)C1 (stereo unspecified) | -2% | 11% | 7 | . | 5% | ? | -3% | 16 | -1% | 17 | 3
O=S(=O)(NCc1cccs1)c1ccccc1Cl | . | 27% | -1 | -3% | . | -4.2% | ? | -8 | 1% | -8 | .
O=C(NCc1ccc2c(c1)OCO2)C(C(=O)c1ccccc1)n1cc(Cl)ccc1=O (stereo unspecified) | 0% | -1% | 3 | 7% | -2% | -0.4% | -2% | 1 | 1% | 2 | 2
C=C(C)CN(CC)C(=O)CCc1nnc(CCCc2ccccc2)o1 | -2% | 5% | 7 | 1% | -4% | 0.4% | 6% | -28 | 1% | -2 | 3
O=C(CSc1nc(Nc2ccccc2)nc(N2CCOCC2)n1)NC1CCCCC1 | 5% | 0% | -8 | 3% | 6% | 0.1% | -1% | -7 | 4% | 3 | .
CC1=C(C(=O)Nc2ccccc2C(F)(F)F)C(c2sccc2C)NC(=S)N1 (stereo unspecified) | 1% | 17% | -4 | -18% | 4% | -1.1% | 0% | 19 | 1% | -5 | 1
Cc1ccc(S(=O)(=O)Nc2cc(=O)[nH]c(SCC(=O)Nc3ccccc3Cl)n2)cc1 | 2% | -5% | 14 | -6% | 0% | -1.5% | 2% | -4 | 3% | 4 | 0
COc1ccc(CNS(=O)(=O)c2ccc(C)cc2)cc1 | . | . | 3&-10 | 10% | . | . | . | 4 | . | 3 | 1
COc1ccc(-n2cc(CNC3CCC(O)CC3)c(-c3cccc(F)c3)n2)cc1 (stereo unspecified) | -12% | -9% | -17 | -2% | 2% | -0.3% | ? | -5 | -3% | 11 | -2
COc1cc(NCc2ccccc2O)c2ncccc2c1 | -5% | -16% | -9 | -1% | 1% | 0.2% | 14% | 12 | -4% | -2 | -14
O=C(C1=C[C@@H](c2csc3ccccc23)C[C@@H](OCc2ccc(CO)cc2)O1)N1CCOCC1 | 1% | -3% | -7 | -2% | 5% | -0.3% | -20% | ? | 3% | 4 | 1
O=C(c1cccc(N2CCCC2=O)c1)N1CCOCC1 | -2% | . | -3 | -1% | 1% | . | . | 3 | . | -24 | 2
COc1ccc(/C=N/NC(=O)c2cccc(OC(F)(F)C(F)F)c2)c(OC)c1OC | 3% | 2% | -2 | -2% | 1% | -1.2% | -3% | 17 | -1% | 52 | -1
Cc1ccc(NC(=O)c2ccc(OC(=O)c3cc4ccccc4o3)cc2)cc1 | 6% | 9% | -11 | 4% | -2% | 0.0% | ? | -9 | 2% | 1 | -3
CC(C)(CO)NS(=O)(=O)c1ccc2c(c1)Cc1cc(S(=O)(=O)NC(C)(C)CO)ccc1-2 | 2% | -6% | -4 | 3% | -6% | -0.4% | ? | -1 | 0% | 1 | 5
Cc1ccc(Nc2nnc(SCC(=O)NC3CCCc4ccccc43)s2)cc1 (stereo unspecified) | 10% | -14% | -2 | 5% | -2% | 0.0% | ? | -10 | 0% | 2 | 0
CC(C)CC(=O)NCCc1ccncc1 | -6% | -4% | -7 | 3% | 2% | 0.2% | 3% | 0 | 2% | 3 | 6
Cc1cc(C)n(CC(=O)NC2CCCN(Cc3ccc(Cl)cc3)C2)n1 (stereo unspecified) | . | 4% | 4 | 4% | -1% | -0.4% | 5% | -10 | 1% | 16 | .
COc1cccc(N2CCN(C(=S)Nc3ccc(F)cc3)CC2)c1 | -1% | -6% | 10 | 4% | 3% | 0.0% | 0% | -13 | 2% | 10 | 2
Cc1ccccc1-n1ncc2c1CC(C)(C)CC2NC(=O)CCC(F)(F)F (stereo unspecified) | 0% | 7% | 11 | 5% | -2% | 0.0% | -2% | -1 | 0% | 4 | 0
COc1cc(/C=N/NC(N)=O)c(Br)cc1OCC(=O)Nc1ccccc1C | -2% | -9% | -3 | -1% | 1% | -0.6% | 0% | -5 | 0% | 3 | 8
O=C(N/N=C/c1ccco1)c1ccn[nH]1 | -1% | 5% | -9 | 2% | 1% | 0.1% | ? | -2 | 1% | -5 | 1
COc1ccc(OC)c(NC(=O)CSc2nncc(=O)n2N)c1 | 5% | -2% | -2 | -1% | 5% | -1.0% | 0% | 10 | 0% | -6 | 1

Reprinted at random: two records from the list
SMILES | PKM2 activator | Eya2 phos inh | Giardia killer | uPA generation | GALK inhibitor | B2AR arrestin | Chronic BCR inh | KCNH2 3.1 inh | USP2a inh | hERG WT inh | FBPA coupling cs
Cc1ccc(Nc2nnc(SCC(=O)NC3CCCc4ccccc43)s2)cc1 (stereo unspecified) | 10% | -14% | -2 | 5% | -2% | 0.0% | ? | -10 | 0% | 2 | 0
Cc1ccc(NC(=O)c2ccc(OC(=O)c3cc4ccccc4o3)cc2)cc1 | 6% | 9% | -11 | 4% | -2% | 0.0% | ? | -9 | 2% | 1 | -3

(further entries)
SMILES | PKM2 activator | Eya2 phos inh | Giardia killer | uPA generation | GALK inhibitor | B2AR arrestin | Chronic BCR inh | KCNH2 3.1 inh | USP2a inh | hERG WT inh | FBPA coupling cs
O=C1Nc2ccc(Cl)cc2C12Nc1ccccc1-c1nnc(SCc3ccccc3F)nc1O2 (stereo unspecified) | 16% | -13% | -4 | 3% | . | 9.4% | ? | -7 | -10% | 0 | -9
O=C(CN(CC1CCCO1)C(=O)CNS(=O)(=O)c1ccc(F)cc1)NC1CCCC1 (stereo unspecified) | . | -9% | -19 | -1% | 0% | 0.1% | 1% | 3 | 0% | 8 | 0
CC(C)(C)OC(=O)NCCNC(=O)c1cccs1 | 5% | 5% | 19 | 2% | 0% | 0.2% | 0% | 9 | 1% | 1 | 1
CCC(C)NC(=O)C1(C)CCC(=O)N1Cc1ccccc1OC (stereo unspecified) | -4% | -5% | 6 | . | -3% | -0.1% | 1% | 15 | 1% | 2 | 2
O=c1[nH]c2cc3c(cc2cc1C(c1nnnn1C1CCCCC1)N1CCSCC1)OCCO3 (stereo unspecified) | 5% | -2% | 2 | . | -3% | -0.3% | -4% | -5 | 1% | -9 | -5
CC1CCCN(CCC(=O)Nc2ccc(F)c(F)c2)C1 (stereo unspecified) | 1%[11.5 µM] | -6% | 0 | 0% | -2% | -0.1% | -12% | 12 | 2% | 5 | -1
COCCNCc1ccccc1 | -4% | 10% | -2 | . | 0% | 0.0% | 9% | -12 | 2% | -8 | 3
CCCNC(=O)NC(=O)COC(=O)/C=C/c1cc(Br)ccc1F | -5% | 3% | 10 | 0% | 2% | -0.3% | ? | 6 | -5% | -3 | 0
COc1ccc(S(=O)(=O)NCc2ccc3c(c2)cc(C)n3C)cc1 | 1% | 14% | -11 | -6% | 2% | 0.2% | 0% | 30 | 4% | -14 | -2
CNc1snc(C)c1C(=O)OC(C)C(=O)c1ccc(F)cc1 (stereo unspecified) | . | -1% | 1 | -28% | . | 0.0% | -1% | 16 | 0% | 2 | .
CCNc1nc(SCCOc2ccccc2)nc(N(C)C)n1 | 8% | 7% | -3 | . | -5% | 0.2% | 8% | -16 | 4% | 17 | -1
COc1ccc(CNc2cc(C)ccc2C)c(OC)c1OC | 1% | 4% | -3 | . | 4% | 0.0% | ? | 4 | 2% | 4 | -1
COc1ccc(CCN=C(N)NS(=O)(=O)c2ccc(C)c(C)c2)cc1OC | -3% | 8% | 0 | -11% | 3% | -1.0% | -10% | -3 | 3% | -1 | 1
CC(C)(C)OC(=O)N[C@@H](CC(=O)OCc1ccccc1)C(=O)O | 6% | 1% | 10 | 4% | -3% | -0.3% | 14% | -7 | -1% | -2 | 0
CCCn1c(=O)c2[nH]c(-c3ccc(S(=O)(=O)O)cc3)nc2n(CCC)c1=O | . | 10%&-4% | 11 | 9% | . | -1.0% | ? | 0 | -2% | -5 | .
